Screens from PubChem BioAssay.
TbPYK inhibitor: inhibitors of Trypanosoma brucei pyruvate kinase; TbPYK enzyme, Kinase-Glo Plus ATP luminescence, 45 min; Potency, µM (series often up to 76.8 µM), inactives show at the top dose activity, negative = inhibition, usual class: inhibitors; hit rate 0.12% among 410,000; AID 624173; further: potency means the concentration at half of the fitted maximal effect; nearly all actives have a fitted effect of over 50% in size
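In this concentration-response screen, enzyme-free wells defined baseline while DMSO plates tracked drift. Each reaction combined TbPYK, substrate, compound and 130 uM ADP for 45 min at room temperature. Kinase-Glo Plus luminescence gave the signal.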
AmpC inh detg: AmpC beta-lactamase inhibition with detergent present; AmpC hydrolysis of nitrocefin, absorbance 480 nm, 0.01% Triton; Potency, µM (highest dose often 114 µM), without a hit: at the highest dose activity change, negative = inhibition, usual class: inhibitors; hit rate 0.041% among 370,000; AID 485294;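 further: potency means the concentration at half of the fitted maximal effect; 0% = no-compound wells and -100% = no-enzyme wells; nearly all actives have a fitted effect of over 25% in size; some results filed as inactive show a strong effect at the top dose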
Target sequence (P00811 whole entry, looked up): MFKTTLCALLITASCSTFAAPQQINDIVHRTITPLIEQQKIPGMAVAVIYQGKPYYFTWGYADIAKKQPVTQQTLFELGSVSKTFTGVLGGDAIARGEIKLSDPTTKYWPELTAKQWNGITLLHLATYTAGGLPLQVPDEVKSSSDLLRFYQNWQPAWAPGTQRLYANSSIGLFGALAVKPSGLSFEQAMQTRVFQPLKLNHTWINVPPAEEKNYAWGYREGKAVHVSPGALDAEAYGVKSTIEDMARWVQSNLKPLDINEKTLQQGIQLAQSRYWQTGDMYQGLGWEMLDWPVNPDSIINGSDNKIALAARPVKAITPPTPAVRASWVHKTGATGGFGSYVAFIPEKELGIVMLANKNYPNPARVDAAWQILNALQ
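AmpC (5.3 nM in the dispensed reagent) in 20 mM phosphate pH 7.0 with 0.01% (detergent screen) or 0.0001% Triton X-100 was preincubated with compounds for 15 min at room temperature. Nitrocefin was then added from an 800 uM solution, and hydrolysis was followed at 480 nm.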
AmpC inh no detg: inhibitors of E. coli AmpC beta-lactamase without detergent. hit rate 0.52% among 330,000. AID 485341. P00811. Potency, µM (doses to about 57.1 µM), without a hit: at the highest dose activity change, negative = inhibition, usual class: inhibitors. AmpC nitrocefin hydrolysis, absorbance 480 nm, 0.0001% Triton;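 further: potency means the concentration at half of the fitted maximal effect; plate controls were no compound for no effect and no enzyme for full effect; nearly all actives have a fitted effect of over 20% in size; some results filed as inactive show a strong effect at the top dose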
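20 mM phosphate pH 7.0 + 0.01% (detergent screen) or 0.0001% Triton X-100; 5.3 nM AmpC reagent; cpd preinc 15 min RT; nitrocefin (800 uM stock) to start; A480 q20 s × 4 min; Activity was normalised to no-enzyme and no-compound control wells.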
LmPK inh: inhibitors of Leishmania mexicana pyruvate kinase; purified LmPK, Kinase-Glo ATP luminescence, 1 h; Potency, µM (titrated, usually from 57.5 µM), without a hit: at the top dose activity change, negative = inhibition, usual class: inhibitors; AID 1721; Q27686; hit rate 0.37% among 290,000; further: potency means the concentration at half of the fitted maximal effect
Target sequence (Q27686 whole entry, looked up): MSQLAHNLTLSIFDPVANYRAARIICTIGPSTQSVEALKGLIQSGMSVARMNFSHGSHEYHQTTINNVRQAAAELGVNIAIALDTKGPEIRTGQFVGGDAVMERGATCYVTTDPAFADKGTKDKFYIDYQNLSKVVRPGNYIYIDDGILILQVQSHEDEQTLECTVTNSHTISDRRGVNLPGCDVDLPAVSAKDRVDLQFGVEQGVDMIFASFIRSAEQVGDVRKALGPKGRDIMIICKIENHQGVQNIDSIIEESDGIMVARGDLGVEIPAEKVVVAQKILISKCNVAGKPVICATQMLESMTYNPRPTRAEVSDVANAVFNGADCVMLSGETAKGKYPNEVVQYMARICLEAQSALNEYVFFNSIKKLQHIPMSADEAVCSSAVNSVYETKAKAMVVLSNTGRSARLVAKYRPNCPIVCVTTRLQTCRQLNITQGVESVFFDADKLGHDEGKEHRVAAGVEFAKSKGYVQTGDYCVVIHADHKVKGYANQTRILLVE
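In 50 mM imidazole pH 7.2 with 7 mM MgCl2, LmPK (0.1 nM) turned over PEP (0.5 mM) and ADP (0.1 mM) for 1 h at room temperature. Luciferase read-out of ATP.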
HCMV inh: inhibitors of human cytomegalovirus; HFF cells, HCMV-luciferase reporter, 72 h; active compounds read low; activity change, negative = inhibition, % at 57.5 µM; hit rate 4.5% among 410,000; in the data active means activity change below about -60%; inconclusive means no clear call, values can overlap the other calls; inactive means above about -39%
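Compounds were evaluated in HFFs infected with an HCMV luciferase reporter virus (MOI 1 PFU/cell). Luciferase in lysates collected 72 h post infection served as the replication measure.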
HCV inh: HCV inhibition. Huh7.5.1 HCVcc-Cre infection, luciferase reporter, 44 h. Potency, µM (titrated, usually from 41.8 µM), for inactives: at the highest dose activity change, negative = inhibition, hits mostly inhibitors. AID 651820. hit rate 3.4% among 340,000; further: potency means the concentration at half of the fitted maximal effect
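Luciferase read-out (15 sec integration) after a 15 min room-temperature substrate step quantifies HCVcc-Cre infection. Cells, 1,000 per well, had compound added 4 h post-plating, then virus at ~0.5 moi, and were cultured 44 h.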
AMA1 RON2 block: inhibitors of Plasmodium falciparum AMA1-RON2 interaction; AID 720542; Potency, µM (titrated, usually from 58.2 µM), for inactives: at the highest dose activity change, negative = inhibition, hits mostly inhibitors; hit rate 0.2% among 360,000; AlphaScreen AMA1-biotinylated RON2 peptide binding;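 further: potency means the concentration at half of the fitted maximal effect; 0% = vehicle wells and -100% = peptide control; nearly all actives have a fitted effect of over 45% in size; some results filed as inactive show a strong effect at the top dose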
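AMA1 (3D7) with his tag at 25 nM final met compounds first, then biotinylated RON2 peptide at 25 nM; detection used donor plus acceptor beads, 10 µg/mL apiece, read by AlphaScreen after 30 min at room temperature.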
Numbers without * were called inactive; ? = inconclusive; . = no result given; & = joins results of further samples; [ ] = remark or other dose. Unless noted, the call rests on the fitted dose curve; in most records, active means well fitted curve in the direction sought with a large enough effect; inconclusive means small, poorly fitted or top-dose-only effect, or another doubt; inactive means no such curve, though single readings can be large; an effect the other way counts as inactive or inconclusive. Unless noted, on the % scale 0 is the no-effect control and ±100 the full control effect.

SMILES	TbPYK inhibitor	AmpC inh detg	AmpC inh no detg	LmPK inh	HCMV inh	HCV inh	AMA1 RON2 block
CCC(Cc1ccccc1)NC(=O)C1CCC(CNc2c(N3CCCC3)c(=O)c2=O)CC1 (stereo unspecified)	1%	-8%	16%	10%	8	5%	1%
COC(=O)c1sccc1NC(=O)Nc1cccc(Cl)c1Cl	3%	2%	-39%	-2%	?	2%	9%
Cc1nc2ccccc2cc1OCc1ccccc1	-8%	-2%	-21%	0%	-93*	10µM*	11%
O=C(c1cccs1)N1CCN=C1SCc1ccc(F)cc1	1%	-6%	-7%	3%	-36	14%	-6%
C/C(=C1/SC(N2CCOCC2)=NC1=O)c1ccc(Br)cc1	-4%	-16%	-10%	1%	-24	23%	3%
CCCNC(=O)COC(=O)CCC(=O)c1cccs1	-17%	-7%	-19%	-1%	-20	9%	2%
CCCCn1c(N)c(N(CCOC)C(=O)COC(=O)COc2c(C)cccc2C)c(=O)[nH]c1=O	2%	-16%	-4%	.	-29	-17%	2%
Cc1ccc2nc(SCC(=O)N3c4ccccc4CC3C)c(C)cc2c1 (stereo unspecified)	9%	8%	-6%	4%	-26	-11%	-2%
Cc1ccc(-c2nc3ccccc3c(=O)n2-c2cccc(C)n2)cc1	6%	-2%	58%	1%	-85*	-10%	14%
O=C(COC(=O)/C=C/c1ccc(Br)o1)Nc1ccc2[nH]c(=O)[nH]c2c1	.	-12%	?	.	-12	6%[8.37 µM]	.
CCc1ccccc1N(C)C(=O)c1cc2c(=O)oc3ccccc3c2s1	-1%	-7%	.	.	-9	.	.
CCCOc1ccc(C(=O)Nc2ccc3nn(-c4ccc(OC)c(Cl)c4)nc3c2)cc1	3%	15%	.	.	0	.	.
O=C(NN1C(=O)CSC1=S)C(=O)NN1C(=O)CSC1=S	-9%	-3%	-23%	-5%	-13	32%[activator]	2%
CC(NC(=O)c1ccco1)C(=O)NC(C)c1cc(F)c(Cl)cc1Cl (stereo unspecified)	0%	-9%	6%	-1%	-20	5%	1%
COc1ccc(OC)c(NC(=O)N[C@H](Cc2ccccc2)C(=O)NN)c1	-2%	2%	-19%	4%	11	12%	33%[activator]
CC(C)N(Cc1nc(-c2ccccc2)no1)C(=O)C(C)(C)C	0%	0%	17%	0%	29	4%	13%
CC(C)(C)OC(=O)N1CCC(C(=O)Nc2cccc(C(=O)NCCCCc3ccccc3)c2)CC1	5%	.	.	.	-3	?	3%
CCCN1C(=O)C(NC(C)=O)c2ccccc21 (stereo unspecified)	-12%	-1%	-15%	4%	42	6%	15%
Cc1ccc(C2N(c3ccccc3)C(=O)N3CCCN23)cc1 (stereo unspecified)	-10%	-9%	2%[2.29 µM]	2%	?	17%	3%
COc1cc(CNc2ccc(O)cc2)cc(Br)c1OCc1ccccc1F	?	-4%	-24%	0%	.	0%	22%
COc1cccc(NC(=O)c2ccccc2-c2ccccc2)c1	2%	6%	-21%	2%	-36	2%	10%
CC1(C(=O)NNC(=O)c2cccc([N+](=O)[O-])c2)CC1Br (stereo unspecified)	-5%	.	.	.	?	.	50%[activator]
NS(=O)(=O)c1ccc(CCNC(=O)C2CCC(CNS(=O)(=O)c3ccc(Br)s3)CC2)cc1 (stereo unspecified)	-7%	3%	-21%	9%	12	-4%	13%
COc1ccc(C(=O)COC(=O)CNC(=O)c2ccc(Cl)cc2Cl)c(OC)c1	-1%	-19%	-12%	.	-9	2%	2%
COc1cc(OC)c(NC(=O)N2CCSc3ccccc32)cc1Cl	-19%[15.4 µM]	-10%	.	.	0	.	.
CCN(C(=O)COC(=O)c1cc(NS(=O)(=O)c2ccc(Cl)c([N+](=O)[O-])c2)ccc1O)C1CCCCC1	3%	-5%	-14%	3%	-23	?	1%
Cc1ccc(C)c(NC(=O)CN2C(=O)C3(SCC(=O)N3c3ccc(C)c(C)c3)c3ccccc32)c1 (stereo unspecified)	6%	14%	.	.	17	.	.
O=C(c1cccnc1)n1nc(NCc2ccccc2)nc1NCc1ccccc1	-2%	5%	23%	2%	-20	?	-7%
Fc1cccc(-c2cncc(N3CCN(CCN4CCCC4)CC3)n2)c1	0%	.	.	.	-2	.	-1%
O=C(NCc1ccc(Cl)cc1)c1cc(-c2cccs2)on1	1%	1%	-31%	2%	-38	-10%	-19%
CCCN(CC(=O)Nc1ccc(F)c(F)c1F)C(=O)CN1C(=O)NC2(CCCCC2)C1=O	3%	.	.	.	?	-4%	-3%
CC(N=C1NS(=O)(=O)c2ccccc21)C(=O)NCc1ccc2c(c1)OCO2 (stereo unspecified)	0%	1%	-10%	-1%	-1	2%	4%
C=CCOc1c(Cl)cc(/C=N/O)cc1OC	-2%	-13%	-12%	1%	-5	-24%	1%
CC1=C(C(=O)Nc2ccccc2F)C(c2ccsc2)C2=C(CC(C)(C)CC2=O)N1 (stereo unspecified)	-2%	-6%	-25%	0%	7	-5%	15%
Cc1cc(C)nc(N2CCCC(C(=O)Nc3cc(F)ccc3C)C2)n1 (stereo unspecified)	-2%	?	-3%	5%	-1	7%	0%
CCCOc1ccc2c3c(c(=O)oc2c1)CCCC3	-30%	-12%	-11%	2%	-36	?	12%
CC(C)OP(=O)(c1ccc(N(C)C)cc1)C(O)c1cccnc1 (stereo unspecified)	1%	1%	-3%	-1%	-40	11%	-6%
O=C(Cn1cnc2ccccc21)Nc1cccc(S(=O)(=O)N2CCCC2)c1	1%	?	-28%	.	.	?	-6%
CCCCN1CC(N2CCN(C3CCN(C)CC3)CC2)CS1(=O)=O (stereo unspecified)	-1%	.	.	.	-18	.	-3%
Cc1nn(C(C)C(=O)NCc2ccc(Cl)cc2)c(=O)c2cc3occc3n12 (stereo unspecified)	-1%	-2%	-19%	3%	3	?	7%
Cc1ccc(-c2c(C#N)c(N)nc3c2CCCC3)s1	4%	1%	-19%	0%	19	0%	-10%
COc1cc(C(=O)NCC(c2ccco2)N2CCCC2)ccc1OCc1ccc(Cl)cc1Cl (stereo unspecified)	0%	.	.	.	?	?	-19%
CCC(=O)N1CCCc2cc(S(=O)(=O)NCc3cccs3)ccc21	0%	?	-26%	-6%	18	-30%	-10%
CN(C)CCNC(=O)C(C(=O)c1ccccc1)n1ccccc1=O (stereo unspecified)	6%	6%	-11%	3%	-10	11%	-9%
CCC(C)c1ccc(-c2cc(C(=O)OCC(=O)Nc3cc(C)on3)c3ccccc3n2)cc1 (stereo unspecified)	1%	-2%	-48%	6%	58	28%	2%
Cc1ccc(-c2nc3ccccc3c(=O)n2CCCN2CCOCC2)cc1	4%	2%	?	-1%	25	11%	16%
CCOc1ccccc1N1CCN(C(=O)c2csc(C)c2CC)CC1	4%	?	113%[activator]	4%	?	-22%	-8%
O=C(O)c1ccc(S(=O)(=O)NC2CCCCCC2)cc1	0%	-4%	-15%	0%	-1	7%	0%
COc1ccc(Cc2nnc(NC(=O)Cc3cccs3)s2)cc1	-10%	-13%	?	-2%	.	12%	24%
CCOc1cc(C(=O)N(Cc2ccccc2)c2ccc(C)cc2)ccc1OCC(=O)N1CCOCC1	-7%	.	.	.	0	-6%	6%
CCN(C(=O)CSc1nnc(-c2ccco2)n1C)c1c(N)n(Cc2ccccc2)c(=O)[nH]c1=O	1%	-6%	-7%	.	30	8%	2%[11.6 µM]
Cc1ccc(NC(=O)CN(C)C(=O)CNC(=O)c2ccc3c(c2)OCO3)cc1	-4%	?	?	.	-23	1%	12%
O=C(CCCCl)N1CCc2[nH]c3ccccc3c2C1	-16%	-1%	-18%	.	19	14%	-3%
CN(C)c1ccc(-c2csc(C(C)(O)c3cccc(F)c3)n2)cc1 (stereo unspecified)	-6%	.	.	.	?	.	16µM*
O=C(CSc1n[nH]c(-c2ccncc2)n1)Nc1ccc(Br)cc1	7%	1%	-35%	9%	1	.	0%
O=C(NC1CC1)c1cccc(NC(=O)C2CCC2)c1	-6%	.	.	.	18	5%[8.37 µM]	14%
Cc1cc(NC(=O)CSc2nc3cc(Cl)ccc3c(=O)n2Cc2ccco2)no1	-4%	-5%	-50%	-6%	?	-27%	5%
Cc1ccc(-n2nc(C)c(=O)c(-c3ccccc3)c2NC(=O)C(C)C)cc1	2%	-7%	-17%	-2%	-22	11%	-1%
COc1ccc(C(=O)COC(=O)C2CCC(=O)N2)cc1 (stereo unspecified)	1%	5%	-23%	2%	-14	5%	-10%
O=C(NCCC1=CCCCC1)C(=O)c1c[nH]c2ccccc12	2%	7%	-18%	1%	-23	5%	-2%[11.6 µM]
Later entries:
SMILES	TbPYK inhibitor	AmpC inh detg	AmpC inh no detg	LmPK inh	HCMV inh	HCV inh	AMA1 RON2 block
N#Cc1c(Cl)nsc1NN	-7%	-3%	1.4µM*	?	-104*	-4%	-28%
NC(=O)c1ccccc1O	-14%&-7%	-14%	-12%	2%	16	1%[8.37 µM]	-12%
Cc1ncc(CC(=O)n2cc(C(=O)c3cc(F)ccc3O)cn2)s1	4%	-8%	-46%	-3%	10	6%	64%[activator]
Fc1cccc(CN2CCN(c3ncccn3)CC2)c1	28%	-4%	1%	-22%	-32	9%	?
COc1sc(SC)cc1/C=N/NC(=O)c1ccncc1	-10%	-5%	-8%	-1%	12	-2%	8%
CC(Sc1ccc(Br)cc1)C(N)=O (stereo unspecified)	2%	-3%	-13%	1%	1	14%	-19%
COc1cccc(CN(C)c2nc(-c3cccs3)nc3ccccc23)c1	0%	-1%	18%	1%	2	?	8%
